# All columns: NCI-60 one-dose screen, growth in % after 48 h at 10 µM unless noted; 100 = growth as untreated, 0 = no growth, -100 = all killed.
# SN12C – SN12C renal cancer cells | 81,000 compounds, 3.8% hits
# TK-10 – TK-10 renal cancer cells; 81,000 compounds, 3.9% hits
# OVCAR-4 – OVCAR-4 ovarian cancer cells; 80,000 compounds, 3.7% hits; AID 1794784
# OVCAR-5 – OVCAR-5 ovarian cancer; 82,000 compounds, 2.9% hits; AID 1794783
# 786-0 – 786-0 renal cancer cells; 81,000 compounds, 5.1% hits
# UO-31 – UO-31 renal cancer; 81,000 compounds, 5.2% hits; AID 1794768
# SK-OV-3 – SK-OV-3 ovarian cancer cells | AID 1794785 | 80,000 compounds, 3.2% hits
# IGROV1 – IGROV1 ovarian cancer | AID 1794786 | 79,000 compounds, 4.7% hits
# * marks the source's active call; other numbers are inactive results; nt = not tested or not shown; & = joins results of further samples. How the source made its calls: active means growth percent below 10; inactive means the rest.
canonical_smiles,SN12C,TK-10,OVCAR-4,IGROV1,OVCAR-5,SK-OV-3,786-0,UO-31
NC(=N\N=C/c1ccc(Cl)cc1Cl)/C(N)=N\N=C/c1ccc(Cl)cc1Cl,68,30,-34*,16,72,9.3*,3.3*,50
FC(F)(F)c1ccc(-c2cnc(Cl)nc2NC2CCCCCC2)cc1,18,32,11,28,29,56,40,24
O=C(c1cc2ccccc2o1)c1nn(-c2ccccc2)c2nc3nc(-c4cc5ccccc5o4)cc(-c4c[nH]c5ccccc45)c3c(=O)n12,94,160,109,88,112,101,99,70
O=C(c1ccc(O)cc1)[C@@H]1CN[C@@]2(C(=O)Nc3ccccc32)[C@H]1c1ccc(F)cc1,99,123,102,95,104,115,110,77
COc1cc(CNS(=O)(=O)c2ccc(C)cc2)ccc1O,93,107,94,102,100,105,nt,84
CCCCCCCCc1ccccc1,102,94,89,100,97,105,97,88
COc1ccc(C(CC(=O)c2ccccc2)Sc2ccccc2N)cc1OC (stereo not given),92,nt,83,81,97,93,98,63
CNC1C(OC2C(OC3C(O)C(O)C(N=C(N)N)C(O)C3N=C(N)N)OC(C)C2(O)/C=N/NC(N)=S)OC(CO)C(O)C1O (stereo not given),101,90,102,48,92,100,91,80
NS(=O)(=O)c1ccc(CCN2C(=O)/C(=C\c3ccc(Cl)cc3)C=C2c2ccccc2)cc1,91,nt,80,74,87,95,90,70
O=c1cc(/C=N/Nc2nc(-c3cc(=O)oc4ccc(Br)cc34)cs2)c2cc(Cl)ccc2o1,93,133,102,84,108,77,106,68
CCCCC(CC)(CO)CCC (stereo not given),98,103,103,103,100,109,105,96
COc1cc(/C=C/C(=O)N2CCN(C(=O)c3cc(OC)c(OC)c(OC)c3)CC2)ccc1OCCCOc1cc2c(cc1OC)C(=O)N1CCC[C@H]1C=N2,14,6.6*,16,-58*,8.3*,20,12,-13*
C#CCOc1ccc(/C=N/Nc2nc(-c3ccc(OC)cc3)cs2)cc1OCC#C,91,130,29,93,118,86,83,73
ON=C1CCCCCCCC1,102&97,100,113&115,111&113,105&103,103&100,96&116,85&80
N#Cc1c(Nc2ccccc2)nn2c(-c3ccc(F)cc3)c(-c3nc4ccccc4s3)c(N)nc12,99,127,108,106,102,107,107,90
CCOC(=O)c1csc(NC(=O)c2ccc(Nc3ccc(Cl)c(Cl)c3)c([N+](=O)[O-])c2)n1,93,108,95,82,95,94,102,83
NC(=S)N=Nc1ccc(O)cc1,96,114,98,nt,101,110,125,89
Fc1ccc(/C=C/c2cc(/C=C/c3ccc(F)cc3)on2)cc1,100,93,119,107,108,98,95,90
CCN(CC)c1ccc(N=C2C=C(C(=O)Nc3ccc(S(C)(=O)=O)cc3)C(=O)c3ccccc32)c(C)c1,81,96,81,71,92,49,95,77
CC(CSc1n[nH]c(=S)s1)c1ccccc1 (stereo not given),101,116,94,110,127,102,111,77
C=C(C)[C@@H]1CC[C@]2(C(=O)n3ccnc3)CC[C@]3(C)[C@H](CC[C@@H]4[C@@](C)(CCC(=O)O)[C@H](C(=C)C)CC[C@]43C)[C@@H]12,96,96,96,104,112,104,97,86
CC(C)(C)C(=O)/C=C/c1cccc(Oc2ccccc2)c1,92,82,80,101,121,103,89,78
C=C(C)[C@@H]1CC[C@]2(C(=O)NCCCCNC(=O)C(Cl)Cl)CC[C@]3(C)[C@H](CC[C@@H]4[C@@]5(C)CC[C@H](OC(C)=O)C(C)(C)[C@@H]5CC[C@]43C)[C@@H]12,75,92,79,79,94,110,66,55
O=C(O)C(=O)c1cccc([N+](=O)[O-])c1,96,98,106,111,108,109,107,90
CC(C)Oc1ccc(Nc2ccccc2)cc1,92&96,108,81&89,98&105,116&123,104&90,100&99,83&87
N#CCC1CC2CCC1C2 (stereo not given),94,109,102,107,103,114,95,90
COc1ccc(C2=NNC(c3cc(Cc4ccc(O)c(C5CC(c6ccc(OC)cc6)=NN5)c4)ccc3O)C2)cc1 (stereo not given),52,45,58,36,112,94,56,-2.6*
Cn1c(=O)c2c(nc(NC(=S)N=Nc3c(O)[nH]c4ccccc34)n2Cc2ccccc2)n(C)c1=O,85,139,102,57,101,92,89,62
CN1CCN(Cc2cc(NC(=O)c3cccc(C#Cc4cccc5[nH]nc(N)c45)c3)cc(C(F)(F)F)c2)CC1,19,61,25,11,36,82,25,-17*
N#CC(c1ccccc1)C1CCN(Cc2ccccc2)CC1 (stereo not given),108,112,96,100,93,104,96,89

# Shown field by field: part of the list above
CCN(CC)c1ccc(N=C2C=C(C(=O)Nc3ccc(S(C)(=O)=O)cc3)C(=O)c3ccccc32)c(C)c1
  SN12C: 81
  TK-10: 96
  OVCAR-4: 81
  IGROV1: 71
  OVCAR-5: 92
  SK-OV-3: 49
  786-0: 95
  UO-31: 77

CC(CSc1n[nH]c(=S)s1)c1ccccc1 (stereo not given)
  SN12C: 101
  TK-10: 116
  OVCAR-4: 94
  IGROV1: 110
  OVCAR-5: 127
  SK-OV-3: 102
  786-0: 111
  UO-31: 77

C=C(C)[C@@H]1CC[C@]2(C(=O)n3ccnc3)CC[C@]3(C)[C@H](CC[C@@H]4[C@@](C)(CCC(=O)O)[C@H](C(=C)C)CC[C@]43C)[C@@H]12
  SN12C: 96
  TK-10: 96
  OVCAR-4: 96
  IGROV1: 104
  OVCAR-5: 112
  SK-OV-3: 104
  786-0: 97
  UO-31: 86

# Next section.
canonical_smiles,SN12C,TK-10,OVCAR-4,IGROV1,OVCAR-5,SK-OV-3,786-0,UO-31
COc1cc(C(=O)c2cc(C)c3[nH]c4ccc(Cl)cc4c3c2C)cc(OC)c1OC,18,87,56,9.2*,42,46,20,25
COc1ccc(C2C=C(c3ccc(Cl)c(Cl)c3)N=C3SC(C)=CN32)cc1OC (stereo not given),71,74,73,72,97,109,79,61
Cn1ccc(Cc2cnc(N)s2)n1,104,89,99,111,106,100,101,86
NC(=O)CSc1oc(-c2ccccc2)nc1S(=O)(=O)c1ccccc1,104,100,93,96,83,110,99,80
O=C(Cc1ccccc1Nc1c(Cl)cccc1Cl)NN1C(=O)/C(=C/N2N=C(c3ccc4ccccc4c3)CC2c2ccc(Cl)cc2)SC1=S (stereo not given),95,101,102,105,96,88,100,94
O=C1c2ccccc2C(=O)c2cc(Br)ccc21,105,98,104,nt,102,88,105,95
COc1ccc(-n2ccnc2SCC(=O)Nc2cc(C)ccc2C)c(OC)c1,85,104,78,84,102,98,103,46
CN1CCN(C(=O)[C@]23CCC(C)(C)C[C@H]2C2=CC[C@@H]4[C@@]5(C)C/C(=C/c6cccnc6)C(=O)C(C)(C)[C@@H]5CC[C@@]4(C)[C@]2(C)CC3)CC1,58,89,58,86,100,84,74,39
C[C@H]1[C@H](C)CC[C@]2(C(=O)O)CC[C@]3(C)C(=CC[C@@H]4[C@@]5(C)C/C(=C/c6ccccn6)C(=O)C(C)(C)[C@@H]5CC[C@]43C)[C@H]12,84,73,74,101,93,90,89,56
COc1cc(OC)c(C(=O)/C=C/c2ccc(OC)c(OC)c2)cc1CC=C(C)C,82,163,80,75,123,104,80,nt
COc1ccc(C2C(=O)c3ccccc3C2=O)cc1,95,109,116,112,105,95,106,88
O=C(NCc1ccco1)c1ccccc1I,126,92,111,117,99,110,92,88
CCCCN(CCCC)CCCC,105,94,106,95,107,96,95,89
COc1ccc2c(c1)c(-c1nc(-c3cn(C)c4ncccc34)cs1)cn2CCNC(=O)OC(C)(C)C,90,106,42,79,107,111,82,41
CCOC(=O)C1C(=O)C=C(c2cnccn2)CC1c1ccc(OC)c(OC)c1 (stereo not given),100,88,109,105,103,82,84,87
COc1cc(/C=C/C(=O)c2ccc(NC(=O)CSc3nnc(-c4cc(OC)c(OC)c(OC)c4)o3)cc2)cc(OC)c1OC,93,128,109,94,105,104,92,77
NS(=O)(=O)c1ccc(N2N=C(c3ccc(Br)cc3)CC2c2cn(-c3ccccc3)nc2-c2ccc(Cl)cc2)cc1 (stereo not given),79,112,94,94,102,95,98,58
CCN(CC)c1ccc(NC2=C(Cl)C(=O)c3nc(C)ccc3C2=O)cc1,64,164,-97*,-52*,108,112,61,-60*
Cc1ccc2cnc(N)c(C#Cc3cncc(C(=O)Nc4ccc(CN5CCN(C)CC5)c(C(F)(F)F)c4)c3)c2c1,-97*,-94*,-88*,-60*,-89*,-18*,-80*,-93*
CCSc1nc(NC)c2ccc(-c3ccc(F)c(F)c3)cc2n1,74,98,74,75,76,97,79,56
COc1ccc(C(=O)NC(=S)N2CCN(c3ncnc4c3cnn4-c3ccccc3)CC2)cc1,46,101,54,66,79,7.3*,83,69
COc1ccc(C(=O)CSc2nc3c(c(Nc4ccc(S(N)(=O)=O)cc4)n2)CCCC3)cc1,90,120,88,112,123,120,101,81
C[C@H](O)C(=O)Nc1c(I)c(C(=O)NC(CO)CO)c(I)c(C(=O)NC(CO)CO)c1I,100,106,104,107,107,101,99,80
CC(C)CC(=O)Nc1ccc(Cl)cc1,101,78,110,109,75,71,84,91
Cc1ccc(S(=O)(=O)Nc2ccccc2N=Cc2ccc([N+](=O)[O-])cc2[N+](=O)[O-])cc1,93,117,104,86,86,98,114,76
O=C1N[C@H]2C[C@@](O)(N1)[C@@H]1OCC2O1,103,98,96,104,100,91,105,88
O=S(=O)(Nc1ccc(C2=NCCN2)cc1)c1cccc(S(=O)(=O)Nc2ccc(C3=NCCN3)cc2)c1,101,92,121,104,121,104,102,85
NC(=Nc1ccccc1)Nc1ccccc1,105,108,98,107,99,97,94,88
O=C(NC1CCCCC1)N(c1ccccc1)c1nnc(-c2cccc([N+](=O)[O-])c2)s1,90,132,69,74,120,107,109,40
O=C(/C=C/c1cccc(Cl)c1)c1ccc(O)c(CN2CCN(c3cc4c(cc3F)c(=O)c(C(=O)O)cn4C3CC3)CC2)c1,19,48,80,48,53,80,34,22

canonical_smiles,SN12C,TK-10,OVCAR-4,IGROV1,OVCAR-5,SK-OV-3,786-0,UO-31
O=C(CN1CCN(CCN2C(=O)c3cccc4cccc(c34)C2=O)CC1)Nc1ccc2ncsc2c1,43,66,63,45,61,64,52,43
CC(=O)Nc1ccc(N=NC(C#N)C#N)cc1,96,95,107,101,111,79,96,92
CC(=O)NNC(=O)c1ccncc1,101,126,111,94,97,nt,103,94
COc1ccc(C2OC(c3ccc(Oc4nnnn4-c4ccccc4)cc3)=NN2C(C)=O)cc1 (stereo not given),92,116,100,104,103,113,102,75
O=[N+]([O-])C1(CO)COC(c2ccccc2)OC1 (stereo not given),99,115,107,112,92,105,99,89
COc1cccc(N2CCN(C3=C(Cl)C(=O)c4ncccc4C3=O)CC2)c1,96,126,80,81,124,94,114,38
COc1ccc(-c2onc3ccc(Cl)cc23)cc1,97,102,104,94,95,105,96,63
CCCC(=O)O[C@]1(C(=O)CO)CCC2[C@@H]3CCC4=CC(=O)CC[C@]4(C)C3[C@@H](O)C[C@@]21C (stereo not given in full),63,112,102,102,86,82,107,77
Cc1cc(O)ccc1Sc1ccccc1[N+](=O)[O-],92,91,90,91,100,101,107,53
C/C(Cc1ccc(Cl)cc1)=C(/c1ccc(Cl)cc1)c1ccc(OCCN(C)C)cc1,48,83,40,56,81,110,62,65
COc1ccc(OC)c([N+](=O)[O-])c1C=O,101,154,105,101,107,101,110,-43*
O=C(NC(=S)Nc1nc2ccccc2s1)c1ccc(-n2c(=O)[nH]c3ccccc3c2=O)cc1,84,114,97,95,114,87,95,60
COc1ccc(-c2c(-c3nc4ccc(N5CCOCC5)cc4[nH]3)[nH]c(C)c2C(C)=O)cc1,53,-4.3*,45,24,48,28,45,14
Cc1ccc(S(=O)(=O)N/N=C2\CC3CC2C2CCCC32)cc1 (stereo not given),90,108,101,119,106,108,100,89
COc1cc(NCC(O)CN2CCC(C)CC2C)c2ncccc2c1 (stereo not given),85,108,46,88,110,88,100,70
Nc1ccc(Cl)cc1Cl,100,99,101,120,96,102,99,104
CSc1ccccc1C(=O)Nc1nc(-c2ccccn2)cs1,95,110,43,110,111,87,79,106
O=C(c1ccccc1)C1Oc2ccccc2C1O (stereo not given),94,109,99,93,105,97,97,85
CCOC(=O)CC1C(CNC(=O)NC)OC(n2cnc3c(N)ncnc32)C1O[Si](C)(C)C(C)(C)C (stereo not given),88,101,100,97,87,110,93,87
CCCCOc1nc2cc(Cl)ccc2cc1-c1cc(-c2ccc(Cl)cc2)nc(-c2ccc(Cl)cc2)c1,90,98,101,109,101,109,104,92
CC(=O)Oc1c(C)cccc1Cl,103,109,121,115,112,99,111,93
Cn1cc(-c2csc(-c3cn(C(=O)OC(C)(C)C)c4ccccc34)n2)c2cccnc21,88,102,nt,60,104,75,77,74
c1ccc(NCc2ccco2)cc1,112,128,107,99,103,98,110,71
O=C(c1ccccc1)C1OC1C(=O)c1ccccc1 (stereo not given),28,37,60,25,30,54,15,60

# Four of the compounds above, field by field.
O=S(=O)(Nc1ccc(C2=NCCN2)cc1)c1cccc(S(=O)(=O)Nc2ccc(C3=NCCN3)cc2)c1
  SN12C = 101 | TK-10 = 92 | OVCAR-4 = 121 | IGROV1 = 104 | OVCAR-5 = 121 | SK-OV-3 = 104 | 786-0 = 102 | UO-31 = 85

COc1ccc(C2C(=O)c3ccccc3C2=O)cc1
  SN12C = 95 | TK-10 = 109 | OVCAR-4 = 116 | IGROV1 = 112 | OVCAR-5 = 105 | SK-OV-3 = 95 | 786-0 = 106 | UO-31 = 88

CCCCCCCCc1ccccc1
  SN12C = 102 | TK-10 = 94 | OVCAR-4 = 89 | IGROV1 = 100 | OVCAR-5 = 97 | SK-OV-3 = 105 | 786-0 = 97 | UO-31 = 88

CC(=O)NNC(=O)c1ccncc1
  SN12C = 101 | TK-10 = 126 | OVCAR-4 = 111 | IGROV1 = 94 | OVCAR-5 = 97 | SK-OV-3 = nt | 786-0 = 103 | UO-31 = 94

# Screening results: PubChem, NCI

# An unsorted share of the library; any-hit rate near 8.7%.
